Screening results as filed in PubChem.
Anesthetic bind = qHTS Assay for Identification of Novel General Anesthetics | Potency, µM (titrated, usually from 77.5 µM), for the others: top-dose activity change, negative = displacement, most hits filed as inhibitors | apoferritin/1-aminoanthracene competitive binding, fluorescence | AID 485281, 2010 | 350,000 compounds, 0.074% hits; note: potency is the fitted concentration of half-maximal effect; % is set by controls: 0 for no effect and ±100 for the full control effect; nearly all actives have a fitted effect of over 20% in size
Target sequence (P02791 2-175 limits assumed): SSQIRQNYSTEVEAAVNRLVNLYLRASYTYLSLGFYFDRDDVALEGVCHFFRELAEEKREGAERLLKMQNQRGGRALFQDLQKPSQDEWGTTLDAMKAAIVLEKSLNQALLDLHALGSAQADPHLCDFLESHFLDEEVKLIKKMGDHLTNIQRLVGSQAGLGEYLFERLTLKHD
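10 uM apoferritin + 50% sat. 1-AMA, PBS; cpd 10 min RT; Ex380/Em535 endpoint; normalized to free probe vs complex; 4-param Hill fit; propofol titration as pos. ctrl.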
D1 agonist = Allosteric Agonists of the Human D1 Dopamine Receptor: qHTS; D(1A) dopamine receptor (Homo sapiens), P21728; HEK293 T-REx D1 cells, calcium flux, agonist mode; activation, % at 2 µM; 360,000 compounds, 1% hits; AID 504660, 2011; in the data active = activation above about 30%; note: 0% is about no effect
Target sequence (P21728 whole entry, looked up): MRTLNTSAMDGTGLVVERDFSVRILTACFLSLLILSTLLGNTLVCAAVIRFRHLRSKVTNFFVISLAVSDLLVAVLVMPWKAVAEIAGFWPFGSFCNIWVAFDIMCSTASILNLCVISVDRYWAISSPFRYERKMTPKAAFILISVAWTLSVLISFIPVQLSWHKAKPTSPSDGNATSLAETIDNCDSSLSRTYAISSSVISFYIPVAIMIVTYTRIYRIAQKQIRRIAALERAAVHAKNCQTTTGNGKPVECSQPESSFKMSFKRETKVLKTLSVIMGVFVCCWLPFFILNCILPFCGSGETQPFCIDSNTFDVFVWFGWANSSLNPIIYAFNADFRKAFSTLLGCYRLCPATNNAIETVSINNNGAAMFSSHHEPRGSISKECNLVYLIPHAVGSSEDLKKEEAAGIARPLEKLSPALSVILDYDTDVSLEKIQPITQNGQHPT
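Inducible HEK293 T-REx D1 cells, force-coupled to calcium signalling, were plated at 4000 cells/well with tetracycline and held overnight at 30 C. After no-wash calcium dye loading, compound-evoked calcium rise over 180 s flagged agonists.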
RXFP1 ag = qHTS Assay for Agonists of the Relaxin Receptor RXFP1 | 370,000 compounds, 0.3% hits | HEK293T-RXFP1 cAMP TR-FRET, 30 min; response scale: percent of porcine relaxin response, buffer zero | Relaxin receptor 1 (Homo sapiens), Q9HBX9 | Potency, µM (titrated, usually from 57.5 µM), for the others: top-dose activation, most hits filed as activators; note: potency is the fitted concentration of half-maximal effect; % is set by controls: 0 for no effect and ±100 for the full control effect; nearly all actives have a fitted effect of over 60% in size; many of its hits are not listed in these tables
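Agonist response is measured as cAMP accumulation in an RXFP1-transfected HEK293T line under PDE4 inhibition. Values are scaled between buffer-only and 29 nM porcine relaxin, and EC50s come from standard Hill equation fits.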
D1 antagonist = Antagonist of Human D 1 Dopamine Receptor: qHTS; D(1A) dopamine receptor (Homo sapiens), P21728; 360,000 compounds, 3.2% hits; HEK293 TREx D1 cells, calcium flux, dopamine EC80; stronger effect = lower value; activity change, negative = inhibition, % at 10 µM; in the data active = activity change below about -30%; note: % is set by controls: 0 for no effect and ±100 for the full control effect
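Cells carrying a force-coupled, tetracycline-inducible human D1 receptor report calcium flux. Each well gets a 10 s baseline, compound with 180 s monitoring, then an EC80 dopamine stimulus with a second 180 s kinetic read.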
D1 potentiator = Potentiators of Human D1 Dopamine Receptor: qHTS. potentiation, % at 10 µM. 360,000 compounds, 0.036% hits. HEK293 TREx D1 cells, calcium flux, dopamine EC20 potentiation; in the data active = potentiation above about 30%; note: 0% is about no effect
TRHR agonist = qHTS for Small Molecule Agonists and Allosteric Enhancers of Human TRH Receptor: Primary Screen for Agonists; Thyrotropin-releasing hormone receptor (Homo sapiens), P34981; TRHR cells, calcium flux fluo-8, FDSS agonist mode; activation, % at 2 µM; 360,000 compounds, 0.18% hits; in the data active = activation above about 30%; note: 0% is about no effect
Target sequence (P34981 whole entry, looked up): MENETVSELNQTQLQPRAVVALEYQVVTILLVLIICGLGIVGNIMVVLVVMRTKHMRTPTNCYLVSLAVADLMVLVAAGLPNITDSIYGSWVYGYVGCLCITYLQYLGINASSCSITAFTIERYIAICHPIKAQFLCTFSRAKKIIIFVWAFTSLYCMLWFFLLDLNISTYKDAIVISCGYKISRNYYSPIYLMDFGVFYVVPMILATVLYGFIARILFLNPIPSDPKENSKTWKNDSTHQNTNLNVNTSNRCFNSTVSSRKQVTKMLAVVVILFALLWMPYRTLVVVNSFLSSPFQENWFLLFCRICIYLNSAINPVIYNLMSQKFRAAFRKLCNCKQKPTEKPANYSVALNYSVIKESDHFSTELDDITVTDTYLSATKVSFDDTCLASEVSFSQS
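TRHR-expressing cells, plated overnight in medium with 10% serum, were loaded with fluo-8 calcium dye at room temperature. After a 10 s baseline, library compound was pin-added and calcium release was recorded kinetically (ex 480/em 530) as agonist response.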
D2 potentiator = HTS Assay for Positive Allosteric Modulators of the Human D2 Dopamine Receptor: Primary Screen for Potentiators; D(2) dopamine receptor (Homo sapiens), P14416; HEK293 T-REx D2, calcium flux, EC20 dopamine potentiation; potentiation, % at 10 µM; 340,000 compounds, 0.34% hits; AID 485347, 2010;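 active = potentiation over 3 SD above the plate norm, cut at about 30% in these data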; note: 0% is about no effect
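Calcium flux readout, no-wash dye, 1 read/s. Inducible HEK293 Trex D2 line, overnight 30 C. Compound alone 180 s (agonist flags), then EC20 dopamine, another 180 s to score potentiation.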
TRHR PAM = qHTS for Small Molecule Agonists and Allosteric Enhancers of Human TRH Receptor: Primary Screen for Enhancers; Thyrotropin-releasing hormone receptor (Homo sapiens), P34981; 360,000 compounds, 0.66% hits; AID 493056, 2011; TRHR cells, fluo-8 calcium fluorescence, EC20 TRH enhancement; enhancement, % at 2 µM; in the data active = enhancement above about 30%; note: 0% is about no effect
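TRHR-expressing cells loaded with fluo-8 calcium dye were read kinetically (ex 480/em 530) during compound addition, then stimulated with an EC20 of TRH (10 nM final). Enhancement of the Gq-mediated intracellular calcium response was scored.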
RXFP1 antagonist = qHTS Assay for Antagonists of the Relaxin Receptor RXFP1; Relaxin receptor 1 (Homo sapiens), Q9HBX9; HEK293-RXFP1, relaxin-stimulated cAMP HTRF, 30 min; stronger effect = lower value; activity change, negative = inhibition, % at 57.5 µM; 350,000 compounds, 0.59% hits;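 active = activity change of -60% or lower, but not beyond a set lower limit; inconclusive = change between -60% and -40%, or beyond the set limit; inactive = change above -40%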; note: % is set by controls: 0 for no effect and ±100 for the full control effect
* hit, by the source's call; ? = inconclusive; . = not tested or not shown; [ ] = dose if it differs, or a comment. Unless noted, calls come from the whole dose curve; as a rule, active = well fitted curve in the direction sought with a large enough effect; inconclusive = small, poorly fitted or top-dose-only effect, or another doubt; inactive = no such curve, though single readings can be large; an effect the other way counts as inactive or inconclusive. Some of the compounds tested (hit frequency here may not be typical).

1	COc1ccc(-c2nc3sc(CCNC(=O)c4ccc(Br)o4)c(C)n3n2)cc1
2	CCN(CC)CCn1c(=N)n(CC(O)c2ccc(OC)c(OC)c2)c2ccccc21 (stereo unspecified)
3	Cc1ccc(NC(=O)Nc2ccc3c(c2)nc(C)n3C)cc1C
4	CC1=C(C(=O)Nc2c(C)cc(C)cc2C)C2(CCN(C(C)C)CC2)OC1=O
5	O=S(=O)(Cc1ccccc1Cl)N1CCCCC1
6	Cc1nc(C)c(C(=O)N/N=C/c2c[nH]c3ccccc23)s1
7	C/C(=N\NS(=O)(=O)c1ccc(Br)cc1)c1ccc(-n2ccnc2)cc1
8	Cc1nn(-c2ccccc2)c(C)c1C1C(C#N)=C(N)Oc2n[nH]c(C)c21 (stereo unspecified)
9	Cc1cc(Br)ccc1SCC(=O)OCC(=O)NCc1ccco1
10	CCOC(=O)c1sc(NC(=O)Cc2ccc(C)cc2)nc1C
screen / no.	1	2	3	4	5	6	7	8	9	10
Anesthetic bind	1%	-5%	-12%	-6%	?	-2%	.	-8%	-19%	?
D1 agonist	-3	3	2	5	2	-3	-1	14	4	2
RXFP1 ag	1.6%	1.1%	-1.0%	-0.7%	2.9%	-3.1%	3.1%	-3.6%	1.6%	3.1%
D1 antagonist	.	1	-1	-1	1	26	15	-1	-8	-4
D1 potentiator	-2	3	-5	-3	-4	0	9	0	2	-3
TRHR agonist	0.0	1.3	0.2	-0.8	0.1	-0.6	-0.3	-0.3	-0.1	-0.1
D2 potentiator	4	-4	5	10	-5	-8	13	3	9	-5
TRHR PAM	-5	2	1	3	-1	3	6	1	-1	0
RXFP1 antagonist	.	0	.	.	-12	-11	-1	-10	-16	0

Reprinted at random: 2 entries already listed
6	Cc1nc(C)c(C(=O)N/N=C/c2c[nH]c3ccccc23)s1
2	CCN(CC)CCn1c(=N)n(CC(O)c2ccc(OC)c(OC)c2)c2ccccc21 (stereo unspecified)
screen / no.	6	2
Anesthetic bind	-2%	-5%
D1 agonist	-3	3
RXFP1 ag	-3.1%	1.1%
D1 antagonist	26	1
D1 potentiator	0	3
TRHR agonist	-0.6	1.3
D2 potentiator	-8	-4
TRHR PAM	3	2
RXFP1 antagonist	-11	0

The list continues.
11	O=C(NCc1cccnc1)c1c[nH]c2cc3c(cc2c1=O)OCCO3
12	COc1ccc(-c2cc(C(=O)NC(C)C)no2)cc1
13	CC(C)NC(=O)c1cc2c(-c3ccc(Cl)cc3)nn(C)c2s1
14	CC1CN(C2CCN(C(=O)c3ccccc3Cl)CC2)CC(C)O1 (stereo unspecified)
15	COc1ccc(NC(=O)C2CCCN2C(=O)OC(C)(C)C)cc1 (stereo unspecified)
16	CN(C(=O)c1cnc(N2CCOCC2)c2ccccc12)c1ccccc1F
17	O=C1NCCCC1C(=O)N/N=C/c1ccc([N+](=O)[O-])cc1 (stereo unspecified)
18	CN(C)C(CNC(=S)Nc1ccccc1Cl)c1cccnc1 (stereo unspecified)
19	Cc1ccc(S(=O)(=O)NNC(=O)c2sc(=S)n(C)c2C)cc1
20	COCCn1c(COc2cccc(OC)c2)nnc1SCC(=O)NC1CCCCC1
screen / no.	11	12	13	14	15	16	17	18	19	20
Anesthetic bind	-8%	-12%	-3%	3%	-2%	-13%	-3%	-1%	-13%	-4%
D1 agonist	0	6	0	3	0	0	1	0	1	0
RXFP1 ag	-0.1%	0.6%	6.9%	1.2%	0.6%	-0.1%	0.7%	4.1%	-1.7%	0.8%
D1 antagonist	54	-10	-1	-11	-2	12	-4	-3	-3	3
D1 potentiator	0	-8	-2	4	-2	-3	3	-3	-8	1
TRHR agonist	0.0	-0.2	-0.5	0.0	1.1	-0.2	-0.2	-0.1	-0.1	-0.3
D2 potentiator	1	-8	-11	-2	9	-3	5	.	-9	-4
TRHR PAM	-1	-4	3	-1	13	-2	20	0	-3	5
RXFP1 antagonist	9	4	.	-3	4	-18	-5	-1	.	-3

21	COCCCNC(=O)C1CCN(Cc2nc(-c3ccc(OC)c(OC)c3)oc2C)CC1
22	COc1ccc2c(Cn3cnc4cc([N+](=O)[O-])ccc4c3=O)cc(=O)oc2c1
23	COc1ccc2oc(=O)c(-c3nc(-c4ccc(C)c(C)c4)cs3)cc2c1
24	CCC1CCCCN1CCCNC(=O)CN1C(=O)COc2ccc(S(=O)(=O)N3CCOCC3)cc21 (stereo unspecified)
25	Cn1cc(Br)c(C(=O)N2CCN(c3cccc(Cl)c3)CC2)n1
26	NS(=O)(=O)c1cccc(NC(=O)CSc2nc3ccccc3[nH]2)c1
27	COc1ccc(CN2C(=O)c3ccc(C(=O)O)cc3C2=O)cc1
28	COc1ccc(NC(=O)Cn2c(=O)cnc3ccccc32)cc1S(=O)(=O)N1CCCCC1
29	COc1ccc(NC(=O)CCN2CCN(Cc3ccccc3)CC2)c(OC)c1
30	Cc1ccc(OCC(=O)Nc2ccc3[nH]c(=O)sc3c2)cc1
screen / no.	21	22	23	24	25	26	27	28	29	30
Anesthetic bind	-7%	-14%	-8%	-8%	-6%	1%	-9%	.	-3%	-11%
D1 agonist	-1	2	5	0	9	5	1	-2	0	10
RXFP1 ag	1.7%	14%	5.9%	3.3%	-1.3%	-1.3%	3.6%	0.3%	-1.9%	0.1%
D1 antagonist	5	-6	-6	-38*	4	5	-6	-48*	-12	-27
D1 potentiator	-5	4	-1	1	-1	-4	0	-4	16	-3
TRHR agonist	-0.1	-0.1	0.3	0.4	-0.4	0.1	1.2	-0.8	0.1	-1.5
D2 potentiator	4	7	.	2	-2	2	-1	0	-6	-24
TRHR PAM	4	-2	-4	8	-2	-4	-2	7	4	21
RXFP1 antagonist	.	-17	-4	15	-19	7	-6	-7	1	.

31	Cc1ccc(C2NC(=O)c3c(sc4c3CCN(C)C4)N2)s1 (stereo unspecified)
32	Cc1ccc(CC2C(=O)N(c3ccc(F)cc3)C(=O)C2C)cc1 (stereo unspecified)
33	CCOc1ccc2nc(NC(=O)CSc3nnc(-c4ccncc4)n3CC3CCCO3)sc2c1 (stereo unspecified)
34	Cc1cc(C)nc(SCC(=O)N/N=C/c2cccs2)n1
35	COc1cccc(C(=O)N/N=C(/CCC(=O)O)c2ccccc2)c1
36	Cc1cc(C)cc(NC(=O)CSc2nc3ccncc3[nH]2)c1
37	CC1(C)CC(=O)c2sc(NS(=O)(=O)Cc3ccccc3)nc2C1
38	O=C(c1ccco1)N1CCN(C(=O)C2CC(=O)N(c3ccccc3)C2)CC1 (stereo unspecified)
39	CCN(CC)C(=O)c1cc(-c2ccccc2OC)on1
40	Cc1ccc(CN2C(=O)CN(C3CCCCCC3)C(=O)C2c2ccc(F)cc2)cc1 (stereo unspecified)
screen / no.	31	32	33	34	35	36	37	38	39	40
Anesthetic bind	97%[activator]	-13%	-20%	-5%	-5%	-4%	0%	5%	?	0%
D1 agonist	21	1	2	4	3	5	-2	1	1	-1
RXFP1 ag	2.3%	-0.1%	-0.5%	1.8%	0.6%	0.8%	5.7%	-2.2%	3.8%	-0.2%
D1 antagonist	5	-14	-11	8	10	-15	-3	13	18	5
D1 potentiator	5	-7	-3	-2	-1	.	9	1	1	-3
TRHR agonist	5.6	-0.2	-0.8	-1.3	-0.1	-0.9	-0.7	0.8	-1.1	0.7
D2 potentiator	-18	10	-8	0	-11	-9	34*	23	0	-1
TRHR PAM	7	-5	5	1	5	-1	10	5	0	-3
RXFP1 antagonist	-1	11	-2	8	-4	-3	6	7	-7	19

Given with bars between the fields: part of the list above
nr | SMILES | Anesthetic bind | D1 agonist | RXFP1 ag | D1 antagonist | D1 potentiator | TRHR agonist | D2 potentiator | TRHR PAM | RXFP1 antagonist
2 | CCN(CC)CCn1c(=N)n(CC(O)c2ccc(OC)c(OC)c2)c2ccccc21 (stereo unspecified) | -5% | 3 | 1.1% | 1 | 3 | 1.3 | -4 | 2 | 0
12 | COc1ccc(-c2cc(C(=O)NC(C)C)no2)cc1 | -12% | 6 | 0.6% | -10 | -8 | -0.2 | -8 | -4 | 4

Other entries follow.
41	CCOc1ccc(CCNC(=O)c2cnc3sc(N4CCCC4)nn3c2=O)cc1
42	COc1cc2[nH]c(=O)n(CCCCCC(=O)NC3CCCC3)c(=O)c2cc1OC
43	COC(=O)c1cc(NC(=O)Cc2cccs2)cc(C(=O)OC)c1
44	Cc1ccc(N2C(=O)c3cccc([N+](=O)[O-])c3C2=O)cc1C
45	COc1ccc(NC(=O)C2CCCN(S(=O)(=O)c3c(C)n[nH]c3C)C2)c(OC)c1 (stereo unspecified)
46	Cc1ccc(Cl)cc1N1CCN(C(=O)c2cc3c(=O)n(C)c4ccccc4c3s2)CC1
47	C=C(C)C1CC=C(C)/C(=N/NC(=O)CNc2ccc(C)cc2C)C1 (stereo unspecified)
48	CC(=O)OCCc1[nH]c2ccccc2c1C
screen / no.	41	42	43	44	45	46	47	48
Anesthetic bind	1%	3%	-3%	-20%	-10%	-3%	0%	-7%
D1 agonist	10	1	4	1	2	0	1	0
RXFP1 ag	3.1%	8.4%	-2.9%	1.0%	0.3%	0.0%	-0.8%	0.5%
D1 antagonist	-14	25	-26	11	1	-9	8	17
D1 potentiator	-8	-5	-1	-7	0	0	-1	-4
TRHR agonist	0.8	0.1	0.2	-1.8	-0.6	0.1	0.1	-0.1
D2 potentiator	10	6	-5	-4	-4	4	3	-2
TRHR PAM	-4	3	-1	-4	6	-2	0	-1
RXFP1 antagonist	-21	0	2	-29	8	-4	7	.

Of the compounds above, 2 contain a COOH group.
27	COc1ccc(CN2C(=O)c3ccc(C(=O)O)cc3C2=O)cc1
35	COc1cccc(C(=O)N/N=C(/CCC(=O)O)c2ccccc2)c1
screen / no.	27	35
Anesthetic bind	-9%	-5%
D1 agonist	1	3
RXFP1 ag	3.6%	0.6%
D1 antagonist	-6	10
D1 potentiator	0	-1
TRHR agonist	1.2	-0.1
D2 potentiator	-1	-11
TRHR PAM	-2	5
RXFP1 antagonist	-6	-4
